# Compound activity (PubChem)
# ST2 inh – blocks human ST2 binding to IL-33. inhibition, % for hits at 17 µM. AID 1259354. AlphaLISA ST2-Fc/biotin-IL-33 interaction, 1 h. 78,000 tested, 2.3% active; in the data active = inhibition above about 30%; inconclusive = mostly about 10% to 28%
# Target sequence (Q01638 whole entry, looked up): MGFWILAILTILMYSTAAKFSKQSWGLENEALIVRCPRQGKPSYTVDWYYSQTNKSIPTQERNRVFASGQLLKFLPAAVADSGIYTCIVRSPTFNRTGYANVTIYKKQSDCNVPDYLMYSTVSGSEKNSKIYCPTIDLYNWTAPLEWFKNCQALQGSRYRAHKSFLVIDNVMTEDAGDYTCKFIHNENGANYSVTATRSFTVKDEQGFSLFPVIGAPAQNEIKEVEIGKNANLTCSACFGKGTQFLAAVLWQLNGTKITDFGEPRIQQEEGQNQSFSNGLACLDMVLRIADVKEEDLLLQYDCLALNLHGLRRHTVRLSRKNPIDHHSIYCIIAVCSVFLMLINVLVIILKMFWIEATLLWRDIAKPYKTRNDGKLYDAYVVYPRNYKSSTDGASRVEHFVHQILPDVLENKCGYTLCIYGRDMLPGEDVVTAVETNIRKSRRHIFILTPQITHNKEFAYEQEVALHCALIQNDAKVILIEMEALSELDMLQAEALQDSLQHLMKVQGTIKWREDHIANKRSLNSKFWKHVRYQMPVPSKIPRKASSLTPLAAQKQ
# * marks the source's active call; other numbers are inactive results; i = inactive; ? = inconclusive.
SMILES,ST2 inh
O=C(NCc1ccc2c(c1)OCO2)[C@H]1CN2CCC1C[C@@H]2Cn1cc(-c2cccc(O)c2)nn1 (stereo partly specified),?
COc1ccccc1-c1cc([C@H]2CN3CC[C@H]2C[C@@H]3COC(=O)NC(C)C)nc(C)n1,i
CN1[C@@H]2CC[C@H]1CC(OC(=O)c1cc(Cl)cc(Cl)c1)C2 (stereo partly specified),?
COc1ccc(N=Cc2cc3c(cc2O)OC(N)=C(C#N)C3c2ccco2)cc1 (stereo unspecified),30%*
COc1ccc(S(=O)(=O)NC[C@H]2C[C@@H]3CCN2C[C@@H]3CN2CCN(c3ccc(F)cc3)CC2)cc1,i
CO[C@H]1CC=C2CCN3CCC4=C(CC(=O)OC4)[C@]23C1,i
COc1ccc(CCN(C)Cc2ccc([N+](=O)[O-])cc2)cc1OC,i
CC(=O)c1ccc(NC(=O)OC[C@H]2C[C@@H]3CCN2C[C@@H]3c2cc(C3CCCC3)nn2C)cc1,i
O=C(NCc1ccc(F)cc1)[C@H]1CN2CCC1C[C@@H]2Cn1cc(C2(O)CCCCC2)nn1 (stereo partly specified),i
COc1nc(C)cc(C)c1CNc1ncnc2c1CCN(C(=O)C1CC1)C2,?
O=C1C2CCCN2C(c2ccc(F)c(F)c2)N1c1ccccn1 (stereo unspecified),i
C[N+]1(C)CCC(OC(=O)C(c2ccccc2)c2ccccc2)CC1,i
OC1(C(O)(C#CCN2CCCCC2)c2ccccc2)CCCC1 (stereo unspecified),i
COc1ccccc1N1CCN(C[C@H]2CN3CC[C@H]2C[C@@H]3CNS(C)(=O)=O)CC1,i
CC(=O)N1CCC(N2C[C@@H]3C[C@H](C2)c2ccc(NC(=O)c4ccco4)c(=O)n2C3)CC1,i
CC(=O)O[C@@H]1[C@H]2CC[C@H]3[C@@](C)(O)[C@@H]4C[C@H](O)C(C)(C)[C@@]4(O)[C@H](O)C[C@@]13C[C@@]2(C)O,?
CC(Cc1ccc(OCC(=O)O)cc1)NCC(O)c1cccc(Cl)c1 (stereo unspecified),i
O=C(O)[C@@H]1CCN1,i
CC(C)NC(=O)N1CC[C@@H](CC(=O)O)[C@@H](CCN2C[C@@H]3C[C@H](C2)c2cccc(=O)n2C3)C1,?
COc1ccc(C(=O)N2C[C@@H]3C[C@H](C2)c2ccc(-c4ccc(Cl)cc4)c(=O)n2C3)cc1,i
CC(Cc1ccccc1)NC(=O)Cc1ccc(N(C)C)cc1 (stereo unspecified),i
O=C(NCc1ccc2c(c1)OCO2)[C@H]1CN2CCC1C[C@@H]2Cn1cc(C2(O)CCCCC2)nn1 (stereo partly specified),?
COc1ccc(S(=O)(=O)NC[C@H]2C[C@@H]3CCN2C[C@@H]3CN(C)Cc2ccccc2)cc1,i
CC1(C)CCC[C@]2(C)c3cc(O)c(O)cc3C(=O)CC12 (stereo partly specified),?
C=C[C@H]1CN2CC[C@H]1C[C@@H]2CNC(=O)Nc1ccc(Br)cc1,i
Cc1ccc(-n2c(/C=C/c3ccc4c(c3)OCO4)nc3ccccc3c2=O)cc1,?
COc1ccccc1-c1cc([C@H]2CN3CC[C@H]2C[C@@H]3CNC(=O)Nc2cccc(C#N)c2)n(C)n1,i
CC[C@H]1CN2CC[C@H]1C[C@@H]2CNC(=S)NCCN1CCOCC1,i
CCOc1ccccc1N1CCN(Cc2ccc(Cl)cc2)CC1,?
Cc1ccc(C)c(N2CCN(Cc3ccccc3O)CC2)c1,i
O=c1cccc2n1C[C@H]1C[C@@H]2CN(Cc2ccc([N+](=O)[O-])cc2)C1,i
CC(C)Oc1cccc(C(=O)C2CCCN(CC(=O)NC3CC3)C2)c1 (stereo unspecified),i
OC1CCN(Cc2c[nH]c3ccccc23)CC1,i
CN1C(=O)C2(CCN(Cc3nc(-c4ccco4)no3)CC2)c2ccccc21,i
O=C(c1ccccc1)N1C[C@@H]2C[C@H](C1)c1c(-c3cncnc3)ccc(=O)n1C2,i
Cc1nc(-c2ccco2)cc([C@H]2CN3CC[C@H]2C[C@@H]3CNC(=O)c2ccccc2)n1,i
CCOC(=O)c1c(C)n(Cc2ccco2)c2c1cc(O)c1ccccc12,i
Cn1nc(-c2ccc(F)cc2)cc1[C@H]1CN2CC[C@H]1C[C@@H]2CNC(=O)COc1ccccc1,i
C=CCN(C)C[C@H]1CN2CC[C@H]1C[C@@H]2CNC(=O)Nc1ccccc1,i
CC(=O)Nc1ccc(NC(=O)c2cccn(Cc3ccc(C(F)(F)F)cc3)c2=O)cc1,i
COc1ccc(-c2cc([C@H]3CN4CC[C@H]3C[C@@H]4CNC(=O)c3ccc(C)cc3)n(C)n2)cc1,i
OC(Cc1ccncc1)C(Cl)(Cl)Cl (stereo unspecified),i
CCc1ccc(CN2CCN(c3ccccc3OC)CC2)cc1,97%*
O=C(c1ncc(F)cc1F)N1CC[C@H]2CC[C@@H](C1)N2,i
O=C(NCc1cccnc1)[C@H]1CN2CCC1C[C@@H]2Cn1cc(-c2cccc(O)c2)nn1 (stereo partly specified),i
C/C(=C\c1ccc(Cl)cc1)[N+](=O)[O-],?
CN1CCN(Nc2ccc([N+](=O)[O-])cn2)CC1,i
Cc1ccc(S(=O)(=O)NC[C@H]2C[C@@H]3CCN2C[C@@H]3CN(C)c2ccccc2)cc1,i
O=C(c1ccc2c(c1)ncn2C1CCCCC1)N1CCC2(CC1)OCCO2,i
O=c1ccc(-c2cccs2)c2n1C[C@H]1C[C@@H]2CN(S(=O)(=O)c2cccs2)C1,?
C=CCN1CC[C@]23c4c5ccc(O)c4O[C@H]2/C(=N\NC(=O)c2ccccc2)CC[C@@]3(O)[C@H]1C5,?
COc1ccc(CN2CCN(CCO)CC2)cc1Br,i
O=C(c1ccco1)N1C[C@@H]2C[C@H](C1)c1ccc(-c3cccc(C(F)(F)F)c3)c(=O)n1C2,i
COc1ccccc1CC(C)N(C)C(=O)CN1CCCN(C)CC1 (stereo unspecified),?
CCC/C=C/c1cccc(N2CCNCC2)n1,i
CSCC(=O)N1C[C@@H]2C[C@H](C1)c1c(-c3ccc(SC)cc3)ccc(=O)n1C2,i
COc1ccc(-c2cc([C@H]3CN4CC[C@H]3C[C@@H]4COC(=O)NC(C)C)n(C)n2)cc1,i
NCC(O)c1cc(O)c(O)cc1F (stereo unspecified),?
COc1cccc(CC(C)NCc2csc(C)n2)c1 (stereo unspecified),i
Cc1ccc(N2CCC(NC(C)Cc3ncccc3C)CC2)cc1 (stereo unspecified),?

# 2 entries drawn at random from the list so far:
SMILES,ST2 inh
COc1cccc(CC(C)NCc2csc(C)n2)c1 (stereo unspecified),i
O=C(c1ncc(F)cc1F)N1CC[C@H]2CC[C@@H](C1)N2,i

# More structures
SMILES,ST2 inh
O=C(CCCc1cn[nH]c1)N1C[C@@H](c2ccccc2)[C@@H]2[C@H]1C1CCN2CC1,?
CCSc1nnc(NC(=O)c2cccn(Cc3ccc(Br)cc3)c2=O)s1,i
N#Cc1cccc(-c2ccc(=O)n3c2[C@@H]2C[C@@H](CN(C(=O)Nc4ccccc4)C2)C3)c1,i
Cc1nc(-c2ccco2)cc([C@H]2CN3CC[C@H]2C[C@@H]3CNC(=O)C2CCCCC2)n1,?
C=CCN(C)C(=O)[C@H]1CN2CCC1C[C@@H]2Cn1cc(-c2ccccc2)nn1 (stereo partly specified),?
Cc1cccc(=O)n1CCC(=O)N1CCCN2CCC[C@H]2C1,i
O=C([C@H]1CN2CC[C@H]1C[C@@H]2Cn1cc(-c2cccc(O)c2)nn1)N1CCOCC1,i
CC(C)CNC(=S)NC[C@H]1C[C@@H]2CCN1C[C@@H]2c1cc(-c2ccc(F)cc2)nn1C,i
Cc1ccc(CN2CCN(Cc3ccccc3)CC2)cc1,i
COc1ccc2c(c1)c(C(=O)NC(C)CCn1cccn1)c(C)n2C (stereo unspecified),?
CC(C)(N)C(=O)Nc1ccc(Br)cc1C(=O)c1ccccc1Cl,i
COc1ccc2c(CCN)c[nH]c2c1,i
Cc1nc(-c2ccccc2)cc([C@H]2CN3CC[C@H]2C[C@@H]3CNC(=O)C2CCC2)n1,?
O=C(Nc1ccc(=O)n2c1[C@@H]1C[C@@H](CN(S(=O)(=O)c3ccccc3)C1)C2)c1ccccc1,?
Fc1ccc(N2CCN(Cc3ccc(F)c(Br)c3)CC2)cc1,i
O=c1c2ccccc2nc(/C=C/c2ccccc2)n1-c1cccc(F)c1,?
O=C1CC(=O)N(c2ccc(Cl)cc2)C(=O)N1,i
Cn1nc(C2CCCCC2)cc1[C@H]1CN2CC[C@H]1C[C@@H]2CNS(=O)(=O)c1cccs1,i
Cn1nc(-c2ccco2)cc1[C@H]1CN2CC[C@H]1C[C@@H]2CNC(=O)COc1ccccc1,i
CC[C@H]1CN2CC[C@H]1C[C@@H]2CNS(=O)(=O)c1ccc2ccccc2c1,i
Cc1ccc(C)c(CN2CCN(C)CC2)c1,i
C=C[C@H]1CN2CC[C@H]1C[C@@H]2CNC(=O)NC1CCCCC1,i
CN1CCN(Cc2ccccc2[N+](=O)[O-])CC1,i
O=C(c1ccc(CS(=O)(=O)c2ccc(Br)cc2)o1)N1CCC2(CC1)OCCO2,i
CC(C)c1ccc(NC(=O)OC[C@H]2C[C@@H]3CCN2C[C@@H]3c2cc(C3CCCCC3)nn2C)cc1,i
COC1CC(OC2CCC3(C)C(CCC4(O)C3CC(OC(=O)c3ccccc3)C3(C)C(O)(C(C)=O)CCC43O)C2)OC(C)C1OC1CC(OC)C(OC2OC(C)C(O)C(OC)C2O)C(C)O1 (stereo unspecified),i
OC1CCN(Cc2cccnc2)CC1,i
O=C1OC(c2ccccc2)=N/C1=C\N1CC2CC(C1)c1cccc(=O)n1C2 (stereo unspecified),i
C=C[C@H]1CN2CC[C@H]1C[C@@H]2CNC(=S)NCCOC,i
CCC1(CC)C(=O)N(C)C(=O)N(C)C1=O,i
CCOc1ccc2c(c1)c(C(=O)O)c(C)n2C,i
Nc1cccc(-c2cn(C[C@H]3CC4CCN3C[C@@H]4C(=O)NC3CCCCC3)nn2)c1 (stereo partly specified),i
C#C[C@H]1CN2CC[C@H]1C[C@@H]2CNS(=O)(=O)c1ccccc1,i
COc1ccc(C(=O)N2C[C@@H]3C[C@H](C2)c2c(-c4cccc(C#N)c4)ccc(=O)n2C3)cc1,i
Clc1cccc(-n2nnnc2C2(N3CCCCC3)CCCCC2)c1,i
COc1ccc(N2CCN(Cc3ccc(Cl)c(Cl)c3)CC2)cc1,35%*
COc1ccccc1CNC(=O)[C@H]1CN2CCC1C[C@@H]2Cn1cc(CN(C)C)nn1 (stereo partly specified),i
COc1ccccc1N1CCN(C[C@H]2CN3CC[C@H]2C[C@@H]3CNC(=O)Nc2cccc(C#N)c2)CC1,?
COCCC(=O)N1C[C@@H]2C[C@H](C1)c1ccc(-c3cccc(C(F)(F)F)c3)c(=O)n1C2,i
NCCc1ccc(S(N)(=O)=O)cc1,i

# An excerpt of these results, bar-delimited.
SMILES | ST2 inh
C=C[C@H]1CN2CC[C@H]1C[C@@H]2CNC(=O)NC1CCCCC1 | i
CN1CCN(Cc2ccccc2[N+](=O)[O-])CC1 | i
O=C(c1ccc(CS(=O)(=O)c2ccc(Br)cc2)o1)N1CCC2(CC1)OCCO2 | i
CC(C)c1ccc(NC(=O)OC[C@H]2C[C@@H]3CCN2C[C@@H]3c2cc(C3CCCCC3)nn2C)cc1 | i
COC1CC(OC2CCC3(C)C(CCC4(O)C3CC(OC(=O)c3ccccc3)C3(C)C(O)(C(C)=O)CCC43O)C2)OC(C)C1OC1CC(OC)C(OC2OC(C)C(O)C(OC)C2O)C(C)O1 (stereo unspecified) | i
OC1CCN(Cc2cccnc2)CC1 | i
O=C1OC(c2ccccc2)=N/C1=C\N1CC2CC(C1)c1cccc(=O)n1C2 (stereo unspecified) | i
C=C[C@H]1CN2CC[C@H]1C[C@@H]2CNC(=S)NCCOC | i
CCC1(CC)C(=O)N(C)C(=O)N(C)C1=O | i
CCOc1ccc2c(c1)c(C(=O)O)c(C)n2C | i
Nc1cccc(-c2cn(C[C@H]3CC4CCN3C[C@@H]4C(=O)NC3CCCCC3)nn2)c1 (stereo partly specified) | i
C#C[C@H]1CN2CC[C@H]1C[C@@H]2CNS(=O)(=O)c1ccccc1 | i
COc1ccc(C(=O)N2C[C@@H]3C[C@H](C2)c2c(-c4cccc(C#N)c4)ccc(=O)n2C3)cc1 | i
Clc1cccc(-n2nnnc2C2(N3CCCCC3)CCCCC2)c1 | i
COc1ccc(N2CCN(Cc3ccc(Cl)c(Cl)c3)CC2)cc1 | 35%*

# Remaining list, next part
SMILES,ST2 inh
CC(C)(O)c1cn(C[C@H]2C[C@@H]3CCN2C[C@@H]3C(=O)NC2CC2)nn1,i
COc1ccc2c(c1)c(C(=O)O)c(C)n2C,i
Cc1nc(-c2ccc(N(C)C)cc2)cc([C@H]2CN3CC[C@H]2C[C@@H]3CNC(=O)C2CC2)n1,?
CC(=O)NCCNC(=O)[C@H]1CN2CCC1C[C@@H]2Cn1cc(CSc2ccccc2)nn1 (stereo partly specified),i
COCCN1CCCC2(CCNC2)C1=O (stereo unspecified),i
CN(Cc1ccccc1)C[C@H]1CN2CC[C@H]1C[C@@H]2CNS(=O)(=O)c1ccccc1,i
O=c1oc2ccccc2c(O)c1C(c1ccccn1)c1c(O)c2ccccc2oc1=O,i
C=CCN1CCC23c4c5ccc(O)c4O[C@H]2C(=O)CC[C@@]3(O)C1C5 (stereo partly specified),?
COc1ccccc1N1CCN(C(=O)[C@H]2CN3CCC2C[C@@H]3Cn2cc(C(C)(C)C)nn2)CC1 (stereo partly specified),i
CN1CCN(Cc2ccc(Cl)cc2Cl)CC1,i
CCN(CC)C[C@H]1CN2CC[C@H]1C[C@@H]2CNS(=O)(=O)c1ccc(C)cc1,i
COc1cccc(/C=C/c2nc3ccccc3c(=O)n2-c2ccccc2F)c1OC,?
Clc1cccc(CN2CCCCC2c2cccnc2)c1 (stereo unspecified),i
CC(C)[C@@H](C)/C=C/[C@@H](C)[C@H]1CC[C@@H]2[C@]1(C)CCC1[C@]23C=C[C@]2(C[C@@H](O)CC[C@]12C)OO3 (stereo partly specified),i
CCn1cc(C(=O)N2CCC3(CC2)OCCO3)c2cc(OC)c(OC)cc2c1=O,i
CC(C)NC(=O)[C@H]1CN2CCC1C[C@@H]2Cn1cc(C2(O)CCCCC2)nn1 (stereo partly specified),?

# This is a subset; count on the stated rates, not on these rows.
